K1F lysis inhibition: protection from phage-mediated lysis, alamar blue read-out – E. coli UTI89, K1F phage, bacterial capsule biogenesis inhibitors (AID 488966); E. coli UTI89 K1F phage lysis, alamar blue, 2 h; higher % means a stronger effect; inhibition, % at 100 µM; hits with a dose series show IC50 in µM; 340,000 compounds, 0.02% hits;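 active means phage lysis inhibition, versus mean bacterial control, above a set limit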;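 further: capsule biogenesis inhibitors block K1F phage lysis so surviving cells raise fluorescence; higher fluorescence means more inhibition of phage lysis; actives were called in the ten point dose series up to 300 µM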
* hit, by the source's call; [ ] = remark or other dose.

SMILES | K1F lysis inhibition
O=C(Nc1ccc2c(c1)OCO2)O[C@@H]1C[C@H]2CCC(=O)N3CC[C@@H](C1)[C@@H]23 | 0.8%
CCOC(=O)c1c(S(=O)(=O)Nc2ccc(F)cc2Cl)c(C)n(C)c1C | 0.1%
CCN1/C(=C/C=C2/SC(=Nc3cccc4ncccc34)N(C)C2=O)Sc2ccccc21 | 0.7%
CC(NCC(=O)Nc1ccccc1C(=O)NC1CC1)c1ccc(S(N)(=O)=O)cc1 (stereo not given) | -0.1%[50 µM]
COc1ccc(/C=N/NC(=O)CC#N)cc1Oc1nc(Cl)ncc1F | 1.4%
COc1cccc(NC(=O)CSc2nc3scc(C)c3c(=O)[nH]2)c1 | 0.1%
O=[N+]([O-])c1ccc(CS(=O)c2ccccc2)cc1 (stereo not given) | -1.6%
O=C(c1ccc(Cl)c(S(=O)(=O)N2CCOCC2)c1)N1CCN(c2ccccc2F)CC1 | 0.0%
COc1ccc(CC(=O)Nc2cc(S(=O)(=O)N3CCCC3)ccc2Cl)c(OC)c1 | 0.0%[50 µM]
O=C(CSCc1ccc(Br)cc1)NCCc1ccccc1 | 0.2%
CC(=O)N1c2ccc(S(=O)(=O)NCC3CCC(C(=O)NCc4ccccc4)CC3)cc2CC1C (stereo not given) | -0.1%
CC(Sc1ccccc1)C(=O)N1CCN(S(=O)(=O)c2ccccc2F)CC1 (stereo not given) | 1.4%[50 µM]
O=C(COC(=O)c1ccccn1)NCc1cccs1 | -1.2%
CN1CCN(C(=O)C(=O)c2cn(CC(=O)N3CCCC3)c3ccccc23)CC1 | 1.8%
CC(=O)c1cccc(CN2CCC(CO)(CCOc3ccccc3)CC2)c1 | -1.1%
CC[C@]12c3[nH]c4ccc(OC)cc4c3CCN1C(=O)C(CC(=O)NCCN1CCOCC1)C[C@@H]2C(=O)N1CCN(C(=O)C2CC2)CC1 (stereo not given in full) | 0.4%
O=C(c1ccc(OC2CCN(Cc3ccccn3)CC2)cc1)N1CCC[C@H]1CO | 0.4%
CCCCCN(C(=O)CCC(=O)OC(C)C(=O)Nc1cccc(C#N)c1)c1c(N)n(CCCC)c(=O)[nH]c1=O (stereo not given) | 0.1%[50 µM]
CCOC(=O)/C(Sc1nc(-c2ccccc2)cc(-c2ccccc2)c1C#N)=C(\C)O | 0.1%
CCn1cc(CN2CCC(C(=O)Nc3cccc(-c4cscn4)c3)CC2)cn1 | 0.0%
Cc1c(C(=O)O)sc(S(=O)(=O)N2CCN(C(=O)CCc3ccccc3)CC2)c1C(=O)O | 3.1%[50 µM]
Cc1cn(C2CCCCC2)c(=O)n(-c2ccccc2)c1=O | 1.9%
CN(Cc1nccs1)C(=O)c1ccc(OC2CCN(CCc3ccccc3)CC2)cc1 | -0.2%
Cc1ccccc1Cn1nnc(-c2ccc(F)cc2)n1 | -0.4%[50 µM]
CC(C)C[C@@H](CO)N1CCN(C)CCC1=O | 1.8%
COc1cc(OC)cc(C(=O)NCC(=O)Nc2ccc(OC)c(Cl)c2)c1 | -0.2%
COc1cc(C=O)ccc1OCc1ccncc1 | 0.5%
O=C(O)c1cc([N+](=O)[O-])ccc1NCCCc1ccccc1 | -4.5%
O=C(COC(=O)c1ccc(F)cc1F)NCCNC(=O)COC(=O)c1ccc(F)cc1F | -0.1%
O=C(CN1C(=O)NC2(CCCC2)C1=O)OCCOc1ccc(Br)cc1 | 1.3%[50 µM]

Quoted from the listing:
CCCCCN(C(=O)CCC(=O)OC(C)C(=O)Nc1cccc(C#N)c1)c1c(N)n(CCCC)c(=O)[nH]c1=O (stereo not given) in K1F lysis inhibition = 0.1%[50 µM]
CCOC(=O)/C(Sc1nc(-c2ccccc2)cc(-c2ccccc2)c1C#N)=C(\C)O in K1F lysis inhibition = 0.1%

Additional entries follow:
SMILES | K1F lysis inhibition
Cc1ccc(C)c(OCC(=O)NNC(=O)CSC(=S)N2CCCC2)c1 | 0.9%[50 µM]
O=C(NCC1CCCO1)c1ccc(NC(=O)c2cccc(Cl)c2)cc1 (stereo not given) | 0.5%
COc1ccc(CNC(=O)c2ccc(NC(=O)C3=CSCCO3)cc2)cc1 | -0.1%
CCOC(=O)C1=C(C)c2ccccc2OC1(C(=O)OCC)C(C)C (stereo not given) | 0.0%
Cn1ccsc1=NC(=O)c1cccc(OC(F)F)c1 | 0.2%
Cn1c(CNC(=O)c2ccccc2F)nnc1SCC(=O)Nc1nnc(C2CC2)s1 | 0.5%
CN1CCN(c2ccc(S(=O)(=O)N3CCCCC3)cc2NC(=O)COc2cccc(Cl)c2)CC1 | 0.6%[50 µM]
CCOc1ccc(C2NCCc3cc(OC)c(OC)cc32)cc1OC (stereo not given) | 0.0%
CCN(CC(=O)Nc1ccccc1OC)C(=O)CN1C(=O)NC(C)(c2ccc(C)cc2)C1=O (stereo not given) | 0.3%[50 µM]
OC(CN1CCN(Cc2ccccc2)CC1)c1ccc(Br)cc1 (stereo not given) | 0.7%
O=c1c2ccccc2oc2c1oc1ccccc12 | -0.2%
COc1ccccc1C(=O)NNC(=O)c1cccc(Br)c1 | -0.7%
O=S(=O)(c1ccc(NCCCO)nc1)N1CCOCC1 | 1.6%[50 µM]
COc1ccc(N2CCN(C(=O)CNC(=O)c3ccc4ccccc4c3)CC2)cc1 | 0.2%[50 µM]
CC1CCCCC12NC(=O)N(CC(=O)Nc1ccc(Cl)c(S(=O)(=O)N3CCOCC3)c1)C2=O (stereo not given) | 1.5%[50 µM]

Quoted from above (6 entries):
SMILES | K1F lysis inhibition
CCN(CC(=O)Nc1ccccc1OC)C(=O)CN1C(=O)NC(C)(c2ccc(C)cc2)C1=O (stereo not given) | 0.3%[50 µM]
OC(CN1CCN(Cc2ccccc2)CC1)c1ccc(Br)cc1 (stereo not given) | 0.7%
O=c1c2ccccc2oc2c1oc1ccccc12 | -0.2%
COc1ccccc1C(=O)NNC(=O)c1cccc(Br)c1 | -0.7%
O=S(=O)(c1ccc(NCCCO)nc1)N1CCOCC1 | 1.6%[50 µM]
COc1ccc(N2CCN(C(=O)CNC(=O)c3ccc4ccccc4c3)CC2)cc1 | 0.2%[50 µM]

Additional compounds.
SMILES | K1F lysis inhibition
CCOc1cc2c(cc1O)CCC1C2CCC2(C)C(O)CCC12 (stereo not given) | 2.4%
O=C(Nc1ccccc1Oc1ccsc1C(=O)O)c1ccccc1F | 0.2%
COc1nnc(-c2ccc(C)c(S(=O)(=O)N(C)C)c2)c2ccccc12 | 0.4%
O=C(NC(Cc1ccccc1)C(=O)O)/C(=C/c1ccc([N+](=O)[O-])cc1)NC(=O)c1ccccc1 (stereo not given) | -0.3%
O=C(O)c1ccc(Cl)c(NC(=S)NC(=O)c2cccc(COc3ccccc3)c2)c1 | 0.1%
O=C(C1CC(=O)N(C2CCCC2)C1)N1CCN(c2cccc(C(F)(F)F)c2)CC1 (stereo not given) | -0.2%[50 µM]
O=C(O)c1c[nH]c2ccc([N+](=O)[O-])cc2c1=O | -0.6%
CCN(CC(=O)Nc1ccccc1C(F)(F)F)C(=O)/C=C/c1ccc(Cl)c([N+](=O)[O-])c1 | 1.2%[50 µM]
O=C(Nc1ccccc1N1CCOCC1)c1ccco1 | 1.0%
O=C(C(=O)N(Cc1ccccc1)Cc1ccccc1)c1c(-c2ccccc2)[nH]c2ccccc12 | 0.2%
Cc1cc(C(=O)COC(=O)c2ccc(O)cc2O)c(C)n1-c1ccccc1 | 0.3%[50 µM]
COc1ccc(OCc2cc(C(=O)NCCCc3ccccc3)no2)c(Cl)c1 | 0.1%
O=C(NCC(=O)N1CCN(c2ccccc2)CC1)c1ccc(Br)o1 | 0.9%[50 µM]
CC(=O)Nc1ccc(CN2CCCN(C)CC2)cc1 | -0.6%
C[C@@H]1COC(=O)[C@@H](Cc2ccc(F)cc2)CC/C=C\C[C@@H](CC(=O)NCCO)C(=O)N1 | 0.0%

Laid out differently: results already given
smiles	K1F lysis inhibition
CC[C@]12c3[nH]c4ccc(OC)cc4c3CCN1C(=O)C(CC(=O)NCCN1CCOCC1)C[C@@H]2C(=O)N1CCN(C(=O)C2CC2)CC1 (stereo not given in full)	0.4%
COc1ccc(CC(=O)Nc2cc(S(=O)(=O)N3CCCC3)ccc2Cl)c(OC)c1	0.0%[50 µM]
COc1nnc(-c2ccc(C)c(S(=O)(=O)N(C)C)c2)c2ccccc12	0.4%

New compounds follow:
SMILES | K1F lysis inhibition
CCOc1ccccc1NC(=O)C1(S(=O)(=O)c2ccc(Cl)cc2)CC1 | 0.0%
CC(=O)c1cccc(S(=O)(=O)N2CCC(C(=O)Nc3cccc(C(=O)NC4CC4)c3)CC2)c1 | 0.5%[50 µM]
Cc1ccc(C(=O)NCC(=O)OCC(=O)NC(C)C2CC3CCC2C3)cc1 (stereo not given) | -0.7%[50 µM]
COc1cccc2c1cc1c(=O)n(CC(=O)N3CCCCCC3)nc(C)n12 | 4.8%
Cc1c(OCC(=O)N2C[C@H]3C[C@@H](C2)c2cccc(=O)n2C3)ccc2c3c(c(=O)oc12)CCC3 | 0.0%
COc1cccc2cc(-c3nc4ccccc4[nH]3)c(=O)oc12 | 0.1%
COc1cc2ccccc2cc1C(=O)Nc1ccc(N2CCN(C(=O)C(C)C)CC2)cc1 | 0.3%
O=C(O)c1ccc(-n2ncc3c2/C(=C\c2cccc([N+](=O)[O-])c2)CC3)cc1 | 2.3%
N#Cc1c(SCc2c(Cl)cccc2Cl)nc(N)[nH]c1=S | -1.0%
Cc1c(Cl)cccc1NC(=O)NNC(=O)CCc1ccccc1 | 1.2%[50 µM]
Cc1ccc(Sc2ncccc2O)cc1 | -1.2%
CCC(=O)c1ccc(OCC(O)CN2CCN(S(=O)(=O)c3ccc(NC(C)=O)cc3)CC2)cc1 (stereo not given) | 0.2%
O=c1[nH]c(C2CCN(S(=O)(=O)c3cccc([N+](=O)[O-])c3)CC2)nc2c1nnn2Cc1ccccc1 | 0.6%
Cc1cc(C(=O)COC(=O)CC(NC(N)=O)c2ccc(Cl)cc2)c(C)n1C (stereo not given) | 0.2%[50 µM]
CC1CCN(c2ccc([N+](=O)[O-])cc2C(=O)NCC2CCCO2)CC1 (stereo not given) | 0.8%[50 µM]

Reprinted at random: 2 compounds from above, in no set order.
SMILES | K1F lysis inhibition
CCOc1ccccc1NC(=O)C1(S(=O)(=O)c2ccc(Cl)cc2)CC1 | 0.0%
CC1CCN(c2ccc([N+](=O)[O-])cc2C(=O)NCC2CCCO2)CC1 (stereo not given) | 0.8%[50 µM]

Next structures follow:
SMILES | K1F lysis inhibition
Cc1cc(OCC(O)CN2CCCC2)cc(C)c1Cl (stereo not given) | 0.9%
Cc1ccc(NC(=O)COC(=O)c2ccc(=O)n(Cc3ccccc3)n2)cc1F | 0.8%[50 µM]
CCN(CC(=O)NCc1ccc2c(c1)OCO2)S(=O)(=O)c1ccc(F)cc1 | -0.1%
Cc1nc2ccccc2n1Cc1ccccc1Br | 0.5%
COc1ccc(N2CCN(C(=O)c3cc4c(s3)CCCCC4)CC2)cc1 | 0.1%[50 µM]
CCOc1cc(S(=O)(=O)N2CCN(C(=O)c3ccco3)CC2)ccc1F | 0.1%
CC(NC(=O)COC(=O)c1ccc([N+](=O)[O-])o1)c1ccccc1 (stereo not given) | -0.4%
Cc1nnc(SCC(=O)NC(C)(C)C)n1NCc1cccc(Br)c1 | 1.5%
Cc1ccc(C2(C)NC(=O)N(CC(=O)c3ccc4c(c3)OCCO4)C2=O)cc1 (stereo not given) | 3.7%
CN(C)C(CNC(=O)C1CCN(C(=O)/C=C/c2ccccc2)CC1)c1ccccc1 (stereo not given) | -0.1%
CCN1CCN(c2ccc(NC(=O)c3ccco3)cc2)CC1 | 0.0%
COc1cc(OC)cc(C(=O)NNC(=O)C(CCC(N)=O)NS(=O)(=O)c2ccc(Cl)cc2)c1 (stereo not given) | 1.9%
CC(O)(Cc1cccnc1)c1cccs1 (stereo not given) | -1.9%
Oc1ccc(Cl)cc1CNCc1ccc(Cl)nc1 | -4.8%
O=C1CCCCC1Nc1ccc(Cl)cc1 (stereo not given) | 0.9%
O=C(CN1C(=O)COc2ccccc21)NCCCN1CCCC1 | 0.2%
CC1(C)C[C@H]2C3=CCC4[C@@]5(C)CC[C@H](O)[C@](C)(CO)C5CC[C@@]4(C)[C@]3(C)CC[C@@]2(C)[C@H](O)[C@@H]1O (stereo not given in full) | 6.8%
COc1ccc(NC(=O)CN(c2ccc(F)cc2)S(=O)(=O)c2ccccc2)c(OC)c1 | -0.7%
COc1cccc(/C=N/NC(=O)c2c(C)nc3ccc(Cl)cn23)c1OC | 0.1%
COc1cccc(-c2sc3ccc(OC)cc3c2-c2ccc(OCCN3CCCC3)cc2)c1 | -0.3%
NC(=O)CCn1c(C(=O)c2ccc(Cl)cc2)c2ccccc2[n+]1[O-] | 0.9%
CCCn1c(N)c(C(=O)CSc2nc(C3CC3)n(-c3ccccc3)n2)c(=O)[nH]c1=O | 0.4%[50 µM]
Cc1nc(CC(=O)NNS(=O)(=O)c2cccc(Cl)c2Cl)cs1 | 0.9%
COc1ccccc1-c1cc(C(=O)N/N=C/c2ccoc2)c2ccccc2n1 | 0.1%
O=C(CNC(=O)c1ccccc1F)NCCc1ccccc1F | 0.7%[50 µM]
Cc1ccnc2nc(C(=O)OCC(=O)c3ccccc3)nn12 | -0.7%
COc1ccc(NC(=O)c2cc(S(=O)(=O)N3CCOCC3)ccc2C)cc1S(=O)(=O)N1CCCCC1 | 0.3%[50 µM]
CC(C)C[C@H](NC(=O)N1CC(=O)Nc2ccccc21)C(=O)N[C@@H](Cc1c[nH]c2ccccc12)C(=O)O | 11%
COc1ccc(C2CC(c3cccs3)=NN2C(=O)CSC2=NCCS2)cc1 (stereo not given) | 0.2%
COc1ccccc1CNS(=O)(=O)c1ccc2c(c1)CC(C)N2C(=O)C1CCC1 (stereo not given) | 0.7%
CCC(C(=O)NCCC(C)C)n1ccc2cc(S(=O)(=O)N3CCCCC3)ccc21 (stereo not given) | 0.8%
CC(=O)N1c2ccc(S(=O)(=O)N3CCCC(C(=O)Nc4ccc(F)cc4)C3)cc2CC1C (stereo not given) | 0.9%
COC(=O)c1cc(C)nc2c1c(C)nn2-c1ccccc1 | -0.2%

Bioassay records: PubChem BioAssay, Southern Research Specialized Biocontainment Screening Center

Only part of the results is shown. The share of hits here may be higher or lower than overall.
